ALDH1A1 inh: blocks purified human ALDH1A1 activity | P00352 | AID 1030 | Potency, µM (titrated, usually from 75.3 µM), for the others: top-dose activity, negative = inhibition, actives largely listed as inhibitors | 220,000 tested, 7.3% active | Purified ALDH1A1, NADH fluorescence, propionaldehyde substrate; active = well fitted inhibition curve with a large enough effect, not every such curve was filed as active; inconclusive = small, poorly fitted or top-dose-only effect, or another doubt; inactive = no such curve, though single readings can be large or run the other way;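 also: plate controls were no enzyme wells and a reference inhibitor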
JMJD2E inh: inhibitors of human JMJD2E histone demethylase | 230,000 tested, 1.6% active | Potency, µM (top dose mostly 57.1 µM), inactives show at the highest dose activity change, negative = inhibition, hits mostly inhibitors | JMJD2E catalytic domain, FDH-coupled NADH fluorescence (FDH is formaldehyde dehydrogenase) | B2RXH2; active = well fitted inhibition curve with a large enough effect, not every such curve was filed as active; inconclusive = small, poorly fitted or top-dose-only effect, or another doubt; inactive = no such curve, though single readings can be large or run the other way;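 also: 0% = wells with enzyme and -100% = buffer wells without enzyme; nearly all actives have a fitted effect of over 50% in size; many of its hits are not listed in these tables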
RECQ1 helicase: RECQ1 (human) helicase inhibition; Potency, µM (series often up to 57.3 µM), for the others: at the highest dose activity, negative = inhibition, hits mostly inhibitors; P46063; RECQ1 DNA unwinding, red fluorescence kinetic read; 240,000 tested, 0.54% active;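 also: plate controls were vehicle for no effect and no enzyme for full effect; nearly all actives have a fitted effect of over 30% in size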
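50 nM RECQ1T1 preincubated 15 min with compound in Tris pH 8.0 buffer with MgCl2, DTT, Tween-20 and 2.5 ug/ml poly(dI-dC); started with 200 nM TAMRA/BHQ-2 forked duplex and 2 mM ATP. Unwinding read as fluorescence (525/598 nm), two reads 2 h apart.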
Tau fibril ThT: blocks human tau fibril formation measured by thioflavin T; AID 1460; recombinant tau K18 P301L (four-repeat tau fragment), heparin-induced fibrillization, ThT fluorescence; 270,000 tested, 2.1% active; P10636; Potency, µM (titrated, usually from 57.4 µM), without a hit: at the top dose activity, negative = inhibition, hits mostly inhibitors; also: % is scaled to controls: 0 for no effect and ±100 for the full control effect; nearly all actives have a fitted effect of over 55% in size
Target sequence (P10636 561-689 P618L limits assumed): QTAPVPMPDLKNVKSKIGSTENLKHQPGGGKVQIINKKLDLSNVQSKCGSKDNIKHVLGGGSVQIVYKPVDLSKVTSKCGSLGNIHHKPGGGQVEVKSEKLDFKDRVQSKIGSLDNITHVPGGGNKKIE
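K18 P301L tau (15 uM + 0.24 uM Alexa 594-tagged), heparin 20 uM, NaOAc pH 7, 6 h 37 C; ThT 30 uM, 1 h RT, ex 450/em 510 nm.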
Luc counter: counter-screen: inhibitors of Kinase-Glo firefly luciferase; Q27757; Kinase-Glo luciferase, ATP luminescence, 8 min; Potency, µM (series often up to 38.3 µM), inactives show top-dose activity change, negative = inhibition, most hits filed as inhibitors; 200,000 tested, 0.28% active; AID 1379; also: % is scaled to controls: 0 for no effect and ±100 for the full control effect; nearly all actives have a fitted effect of over 60% in size
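Compounds were added to a substrate mix at pH 7.2 (50 mM imidazole, 10 uM ATP, within the enzyme's linear range), followed by Kinase-Glo detection reagent; luminescence was measured after 8 minutes at ambient temperature.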
Lamin A splicing: modulators of lamin A splicing. HeLa LMNA splicing GFP/RFP minigene ratio, 48 h. Potency, µM (titrated, usually from 46.1 µM), for inactives: at the top dose ratio change, negative = inhibition, hits mostly inhibitors. 200,000 tested, 0.01% active. AID 1487; active = well fitted inhibition curve with a large enough effect in the signal ratio, with a control signal flat, not every such curve was filed as active; inconclusive = small, poorly fitted or top-dose-only effect, or effect the other way, or a change in a side signal; the % refers to the signal ratio; also: % is scaled to controls: 0 for no effect and ±100 for the full control effect
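S3 HeLa cells stably expressing lamin A-EGFP splicing minigene plus DsRed2, 600 cells/well, 48 h compound exposure at 37C. Laser-scanning cytometry; analysed as GFP (500-530 nm)/RFP (575-640 nm) total intensity ratio; 0.5% DMSO vehicle.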
L3MBTL1 block: L3MBTL1 (human) inhibition; Q9Y468; AlphaScreen L3MBTL1–H3K9me1 peptide binding; Potency, µM (top dose mostly 57.1 µM), for inactives: at the top dose activity, negative = inhibition, hits mostly inhibitors; 230,000 tested, 0.66% active; also: % is scaled to controls: 0 for no effect and ±100 for the full control effect; nearly all actives have a fitted effect of over 60% in size
Target sequence (Q9Y468 whole entry, looked up): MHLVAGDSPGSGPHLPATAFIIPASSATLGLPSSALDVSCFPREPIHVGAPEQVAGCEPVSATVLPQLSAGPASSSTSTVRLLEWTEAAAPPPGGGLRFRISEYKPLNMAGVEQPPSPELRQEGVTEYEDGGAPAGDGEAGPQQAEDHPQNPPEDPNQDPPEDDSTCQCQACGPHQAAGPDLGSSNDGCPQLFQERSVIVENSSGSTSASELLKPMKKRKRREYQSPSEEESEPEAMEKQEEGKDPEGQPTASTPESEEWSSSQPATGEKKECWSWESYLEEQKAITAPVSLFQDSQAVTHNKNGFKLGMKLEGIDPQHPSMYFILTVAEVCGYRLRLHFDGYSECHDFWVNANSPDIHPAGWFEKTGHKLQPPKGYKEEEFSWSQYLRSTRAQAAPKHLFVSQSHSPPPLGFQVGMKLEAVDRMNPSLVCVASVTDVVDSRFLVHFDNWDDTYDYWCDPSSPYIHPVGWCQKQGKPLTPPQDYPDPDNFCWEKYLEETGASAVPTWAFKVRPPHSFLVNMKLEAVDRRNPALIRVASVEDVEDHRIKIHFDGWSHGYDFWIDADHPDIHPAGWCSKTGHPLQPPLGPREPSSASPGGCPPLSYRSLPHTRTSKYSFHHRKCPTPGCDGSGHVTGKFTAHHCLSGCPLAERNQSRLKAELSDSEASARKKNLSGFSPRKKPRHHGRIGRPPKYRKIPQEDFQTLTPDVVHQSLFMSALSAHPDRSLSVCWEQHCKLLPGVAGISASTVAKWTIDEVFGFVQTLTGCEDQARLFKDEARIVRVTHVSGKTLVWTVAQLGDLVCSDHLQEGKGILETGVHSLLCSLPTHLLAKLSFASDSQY
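First, the protein-peptide complex forms for 30 min at room temperature (L3MBTL1 50 nM, biotinylated H3K9me1 peptide 75 nM). Next, compounds are pin-transferred and incubated 30 min. Finally, AlphaScreen beads are added and read after 30 min.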
SMN2 splice enh: enhancers of SMN2 splice variant expression. HEK293 SMN2-luciferase splicing reporter, luminescence, 30-36 h. Potency, µM (top dose mostly 46.1 µM), for inactives: top-dose activity change, positive = activation, most hits filed as activators. 210,000 tested, 2.8% active; also: % of control where 0% means no effect; nearly all actives have a fitted effect of over 55% in size
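HEK293 cells carry an SMN2 […]–luciferase reporter in which exon 7 inclusion puts luciferase in frame. Cells were plated 10-12 h before compound addition, then incubated 30-36 h at 37C. ONE-Glo luminescence was read; sodium butyrate at 4.5 mM final served as control.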
Starred values were filed as active, the others as inactive; i = inactive; ? = inconclusive; . = no result given; [ ] = dose if it differs, or a comment. Unless noted, calls follow the shape of the dose curve; as a rule, active = well fitted curve in the direction sought with a large enough effect; inconclusive = small, poorly fitted or top-dose-only effect, or another doubt; inactive = no such curve, though single readings can be large; an effect the other way counts as inactive or inconclusive. Potency is read from the fitted curve at half-maximal effect.

SMILES | ALDH1A1 inh | JMJD2E inh | RECQ1 helicase | Tau fibril ThT | Luc counter | Lamin A splicing | L3MBTL1 block | SMN2 splice enh
CCC(C)[C@H](NC(=O)NC1CC1)C(=O)O (stereo partly specified) | 7% | -4% | i | 4% | . | 6% | 37%[activator] | .
COc1ccc(C(C(C(=O)c2ccco2)N2CCOCC2)N2CCOCC2)cc1 (stereo unspecified) | ? | -8% | -14% | -8% | -3% | -6% | 8% | -2%
Cc1cccc(-c2nnc(SCC3CNC(=O)O3)n2-c2ccc(Cl)cc2)c1 (stereo unspecified) | 1.4µM* | -7% | -2% | 5% | 1% | 1% | -3% | -27%
COc1ccc(-c2ccc(OC(=O)NC3CCS(=O)(=O)C3)cc2)cc1 (stereo unspecified) | 8% | -21% | i | ? | . | . | 7% | .
CC(=O)c1cccc(NC(=O)CN(Cc2ccccc2)S(C)(=O)=O)c1 | ? | -2% | -6% | -2% | 1% | ? | 1% | -20%
COc1ccc(NC(=O)CSc2nccc(C)n2)cc1 | 2% | 4% | -11% | -4% | 0% | 12% | -18% | 1%
CC(C)CCN(C(=O)Cc1ccccc1F)c1c(N)n(Cc2ccccc2)c(=O)[nH]c1=O | 6% | 12% | i | 0% | 0% | 25%[46 µM] | . | -7%
COC(=O)c1sc(N)c(C(=O)OC)c1COC(=O)C1CC(=O)N(Cc2ccco2)C1 (stereo unspecified) | ? | -16% | 4% | ? | 2% | -12% | ? | -1%
CCOC(=O)c1cc2occc2n1Cc1ccc(F)cc1 | ? | -2% | i | ? | 1% | 11% | . | -8%
Cc1ccc(C(=O)NCC(=O)OCC(=O)NCCc2ccccc2)s1 | -2% | 2% | -7% | -2% | 0% | ? | ? | -13%
COc1ccccc1NC(=S)NC1CCCCCCCCCCC1 | . | 7% | -5% | -9% | . | . | -9% | .
Cn1c(=O)cc(OCC(=O)NCCC2=CCCCC2)c2ccccc21 | -3% | -3% | -2% | -1% | -1% | . | . | -30%[inhibitor]
COc1ccc(OCc2nnc3n2N=C(c2ccc(C)cc2)CS3)cc1 | ? | 4% | -6% | ? | -1% | -1% | . | -17%
O=[N+]([O-])c1ccccc1/C=C/C=N/n1c(-c2ccc(Cl)cc2)n[nH]c1=S | ? | 8% | 5% | ? | -3% | 8% | -7% | -9%
CCCSC1=N/C(=C\c2ccc3c(c2)OCO3)C(=O)S1 | ? | -3% | 0% | ? | -5% | -1% | . | ?
CC1C(=O)OC2C(O)C34C5CC(C(C)(C)C)C36C(OC(=O)C6O)OC4(C(=O)O5)C12O (stereo unspecified) | 6% | 4% | -15% | -1% | -2% | . | . | .
Cc1ccccc1Oc1nnc(-c2cccs2)c2ccccc12 | 6% | 1% | -10% | -15% | . | ? | -4% | .
CSc1ccccc1C(=O)C1CCCN(C(=O)NC(C)C)C1 (stereo unspecified) | 0% | 8% | i | 2% | . | . | -24% | .
O=C(NC1CCCC1)C(c1ccncc1)N(Cc1cccs1)C(=O)c1csnn1 (stereo unspecified) | 3.5µM* | ? | 27% | ? | -2% | -2% | -28% | 13%
Cc1ccsc1/C=C1/CN(C)Cc2c1nc1ccccc1c2C(=O)O | . | -28% | -3% | -15% | . | . | 8% | .
N#CCCCSc1ncccc1-c1nc2ccccc2[nH]1 | ? | ? | 0% | -9% | -1% | 12% | 1% | -7%
COc1cc(C2NC(C(=O)O)Cc3c2[nH]c2ccccc32)cc(OC)c1OC (stereo unspecified) | ? | ? | -13%[11.5 µM] | 0%[11.5 µM] | -6% | 0% | . | ?
Fc1ccc(CN(C2=NCCN2)c2c(Cl)cccc2Cl)cc1 | -7% | 0% | -3% | 4% | -5% | -27% | . | -17%
COc1ccc(OCCCC(=O)NCCc2ccccc2)cc1 | 6% | 2% | -4% | -13% | 0% | 6% | 2% | -5%
COc1ccc(NC(=O)CN(C2CCCCC2)S(C)(=O)=O)cc1Cl | -1% | -10% | -11% | -7% | 5% | -17% | . | -18%
Cc1cc(=O)[nH]c(SCC(=O)Nc2nnc(SCc3ccccc3)s2)n1 | ? | 5% | -15% | -10% | 0% | . | . | -26%
Cc1ccc(S(=O)(=O)N2CCN(CC(=O)N/N=C/c3ccc(Br)s3)CC2)cc1 | 1% | -12% | -6% | -8% | 5% | -14% | ? | 6%
COC(=O)C1=C(C)NC(C)=C(C(=O)OC)C1c1ccc(C)o1 | . | ? | -6% | 4% | . | . | -6% | .
Cc1ccc(-n2cc(CNCCn3nc(C)cc3C)c(-c3ccc(F)cc3)n2)cc1 | ? | 1% | -10% | ? | -1% | . | -4% | .
CN(c1ccccc1)S(=O)(=O)c1ccc(C(=O)Nc2nnc(C3CC3)s2)cc1 | ? | -3% | 2% | 3% | . | . | ? | .
CCC(=O)N1CCN(c2ccc(NC(=O)c3c(F)c(F)c(OC)c(F)c3F)cc2)CC1 | 10% | 2% | -4% | ? | 15% | 10% | . | -38%[inhibitor]
O=C(Nc1ccccc1)Nc1ccc2nnsc2c1 | ? | -3% | -14% | ? | . | . | 6% | .
COCCn1c(SCCN2CCOCC2)nc2c1c(=O)[nH]c(=O)n2C | -9% | -11% | -6% | -3% | -4% | 1% | . | -15%
O=C(COc1ccccc1)N1CCN(c2ncnc3c2cnn3-c2ccccc2)CC1 | 7.1µM* | -5% | -9% | -12% | -1% | ? | -2%[11.4 µM] | -52%[inhibitor]
OC(CSc1c(Cl)cccc1Cl)CN1CCN(c2ccccc2F)CC1 (stereo unspecified) | 8% | 7% | -5% | -12% | 3% | -17% | 7% | -5%
O=C(OCn1ncc(Cl)c(Cl)c1=O)c1cccc(C(F)(F)F)c1 | 0.63µM* | 3% | -5% | 3% | 4% | ? | -4% | -101%[inhibitor]
C[C@H](C(=O)O)c1n[nH]c(=O)c2ccccc12 | 10% | 2% | -4% | 4% | -1% | 5% | 4% | -11%
COc1cccc(C(C)N(C)Cc2nc(COc3ccccc3)no2)c1 (stereo unspecified) | . | -2% | 0% | -4% | . | . | 34%[activator] | .
COCCn1c(SCC(=O)Nc2cccc(S(N)(=O)=O)c2)nc2cc(Cl)ccc2c1=O | 7% | -28% | i | -2% | -1% | . | 9% | 2%
COCC(=O)N1CCC2(CC1)CN(C(=O)Nc1ccc(OC)cc1)C2 | 0% | . | 2% | . | 3% | . | . | -8%
c1ccc2c(Cn3ccnc3)c[nH]c2c1 | 3% | 3% | 2% | 16% | 0% | -8% | 0% | ?
O=C(c1noc2c1CCCC2)N1CCN(c2ccccc2)CC1 | -3% | 7% | i | -11% | 1% | -2% | . | 12%
Cc1cc(NC(=O)COC(=O)COc2ccc(Cl)cc2C)c([N+](=O)[O-])cc1C | -10% | -2% | -17% | -14% | 1% | 10% | -17% | -9%
OCCC1CN(Cc2cccc3nonc23)CCN1C1CCCCC1 (stereo unspecified) | -14% | 2% | -1% | 6% | . | . | -4% | .
CC(C)(C)S(=O)(=O)/C(C#N)=N/Nc1ccc(S(N)(=O)=O)cc1 | -7% | -23% | -4% | 6% | 0% | -4%[46 µM] | 13% | 17%
CC(C)Cc1ccc(S(=O)(=O)N2CCOCC2)cc1 | ? | 5% | i | -11% | -2% | -12% | . | -22%
Cc1ccc(SC/C(O)=C(\C#N)c2nc3ccccc3s2)cc1 | -3% | ? | i | ? | 0% | -18% | -8% | 11%
COc1ccccc1Nc1nc(N)nc(-c2oc3ccccc3c2C)n1 | ? | ? | -8% | -14% | -1% | 0% | . | 3%
Cc1cc(C)cc(N2CN=c3s/c(=C\c4ccco4)c(=O)n3C2)c1 | 9% | -3% | -2% | -10% | 0% | -2% | -6% | -17%
CCCCC1(Cc2cccc([N+](=O)[O-])c2)C(=O)N(c2ccccc2)N(c2ccccc2)C1=O | 7% | 7% | -10% | -6% | 1% | ? | -16% | -89%[inhibitor]

Further compounds follow.
SMILES | ALDH1A1 inh | JMJD2E inh | RECQ1 helicase | Tau fibril ThT | Luc counter | Lamin A splicing | L3MBTL1 block | SMN2 splice enh
CS/C(=N\S(=O)(=O)c1ccc(N)cc1)NS(=O)(=O)c1cccs1 | -1% | 1% | 0% | -5% | 2% | -7% | 5% | -23%
CC(C)(CN1CCN(c2ccccc2)CC1)NS(=O)(=O)c1ccccc1 | . | -24% | -4% | ? | . | . | -12% | .
CC1CC(C(F)(F)C(F)(F)F)n2nc(C(=O)O)cc2N1 (stereo unspecified) | -11% | -25% | i | 2% | -1% | -3% | -6% | -6%
CCCN1CCCc2cc(CN)ccc21 | ? | ? | -9% | 25µM* | . | ? | ? | .
Cc1ccc(-c2cc(C(F)F)n3ncc(C(=O)Nc4c(C)nn(Cc5ccccc5Cl)c4C)c3n2)cc1 | 12% | -2% | -2% | ? | 1% | 3% | 11% | -31%[inhibitor]
O=C1NC(=S)N/C1=C/c1ccc(-c2c(Br)cc([N+](=O)[O-])cc2Br)o1 | -3% | -12% | -29% | ? | 3% | -9% | ? | -19%
Cc1ccccc1CSc1ncnc2ccccc12 | -5% | -5% | -2% | ? | 0% | . | . | -40%
O=C(NNC(=O)c1cccnc1)Nc1ccc([N+](=O)[O-])cc1 | 18% | -6% | 0% | 5% | -4% | -5% | -4% | 4%
CCc1nc2sc3c(c2c(=O)n1NC(=O)CCl)CCCC3 | 13µM* | 2% | i | -17% | -5% | ? | . | -45%[inhibitor]
COc1cc(/C=C(\C#N)C(=O)NC(C)C)ccc1OCc1ccc(C(=O)O)cc1 | ? | -29% | 1% | ? | . | . | -5% | .

Grouped by structure: the entries above with a tert-butyl group (two)
SMILES | ALDH1A1 inh | JMJD2E inh | RECQ1 helicase | Tau fibril ThT | Luc counter | Lamin A splicing | L3MBTL1 block | SMN2 splice enh
CC1C(=O)OC2C(O)C34C5CC(C(C)(C)C)C36C(OC(=O)C6O)OC4(C(=O)O5)C12O (stereo unspecified) | 6% | 4% | -15% | -1% | -2% | . | . | .
CC(C)(C)S(=O)(=O)/C(C#N)=N/Nc1ccc(S(N)(=O)=O)cc1 | -7% | -23% | -4% | 6% | 0% | -4%[46 µM] | 13% | 17%

Screening results (PubChem)

Only part of the results is shown; count on the stated rates, not on these rows.
